Compound activity as filed in PubChem.
PV pol inh: inhibitors of poliovirus RNA polymerase binding and polymerization; P03300; poliovirus polymerase elongation, fluorescence polarization; stronger effect = lower value; % elongation, % (compound at 16.7 µg/mL); 150,000 tested, 0.66% active; AID 588519; in the data active means % elongation below about 90%; further: some results filed as inactive read as strong as hits
Target sequence (P03300 1749-2209 limits assumed): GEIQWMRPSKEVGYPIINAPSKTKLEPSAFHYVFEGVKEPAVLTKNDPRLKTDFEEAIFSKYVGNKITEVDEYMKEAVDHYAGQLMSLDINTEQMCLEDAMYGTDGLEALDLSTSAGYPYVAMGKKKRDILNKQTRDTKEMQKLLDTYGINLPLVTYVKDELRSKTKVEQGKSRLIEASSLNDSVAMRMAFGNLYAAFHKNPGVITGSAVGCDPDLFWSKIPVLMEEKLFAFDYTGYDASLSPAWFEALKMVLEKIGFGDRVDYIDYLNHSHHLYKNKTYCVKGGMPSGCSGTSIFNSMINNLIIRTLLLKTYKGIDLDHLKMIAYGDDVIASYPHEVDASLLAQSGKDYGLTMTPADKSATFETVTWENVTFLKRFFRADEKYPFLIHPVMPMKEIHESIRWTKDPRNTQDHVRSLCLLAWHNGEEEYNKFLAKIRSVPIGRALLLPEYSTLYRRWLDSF
PV pol inh FP z-score: second read-out of PV pol inh, no call of its own (marks repeat the call); z-score; measured here: FP z-score; hits read low
An asterisk follows results filed as active.

SMILES	PV pol inh	PV pol inh FP z-score
CC(=O)c1ccc(N2CCN(C(=O)c3ccc(Cn4c(=O)[nH]c5ccccc5c4=O)cc3)CC2)cc1	112.0	1.1
N#CCCN(CC1CCCO1)C(=S)NC1CC2C=CC1C2 (stereo unspecified)	99.0	-0.5
O=c1[nH]nc(-c2ccc(F)cc2)cc1-c1ccccc1	99.0	-0.6
CCC(Sc1nnnn1-c1ccccc1)C(=O)NC1=NN=C(c2ccc(C)cc2)CS1 (stereo unspecified)	105.0	1
CN(C(=O)c1cccc(F)c1)C(C)(C)C	100.0	-0.1
O=C(C1CCN(c2nc3ccccc3[nH]2)CC1)N1CCN(c2cccc(Cl)c2)CC1	113.0	1.3
CCCOc1ccc(-c2cccc(NS(=O)(=O)c3ccccc3)c2)nn1	103.0	0
CCC(Sc1ccc2nnc(CCNS(=O)(=O)c3ccc(OC)cc3)n2n1)C(=O)OC (stereo unspecified)	105.0	-0.1
Cc1ccc(NS(=O)(=O)c2c(C)[nH]c(=O)[nH]c2=O)c(C)c1	103.0	-0.7
Cc1ccc(C)c(NC(=O)Cc2coc3cc(C)cc(C)c23)c1	111.0	-0.3

Nothing new here: an excerpt of the list.
SMILES	PV pol inh	PV pol inh FP z-score
CN(C(=O)c1cccc(F)c1)C(C)(C)C	100.0	-0.1
O=C(C1CCN(c2nc3ccccc3[nH]2)CC1)N1CCN(c2cccc(Cl)c2)CC1	113.0	1.3
CCCOc1ccc(-c2cccc(NS(=O)(=O)c3ccccc3)c2)nn1	103.0	0
CCC(Sc1ccc2nnc(CCNS(=O)(=O)c3ccc(OC)cc3)n2n1)C(=O)OC (stereo unspecified)	105.0	-0.1
Cc1ccc(NS(=O)(=O)c2c(C)[nH]c(=O)[nH]c2=O)c(C)c1	103.0	-0.7
Cc1ccc(C)c(NC(=O)Cc2coc3cc(C)cc(C)c23)c1	111.0	-0.3

More entries follow:
SMILES	PV pol inh	PV pol inh FP z-score
COc1cc(OC)cc(C(=O)OCC(=O)Nc2ncccn2)c1	101.0	-0.1
Cc1cc(NC(=O)N2CC=C(c3c[nH]c4ccccc34)CC2)ccc1Br	109.0	0.4
COC(=O)c1ccc(N=NN2CCCCCC2)cc1	106.0	0.3
S=c1[nH]nc(C2CCCCC2)o1	98.0	-2
CCCCC(O)(c1ccc(N(C)C)cc1)c1ccc(N(C)C)cc1	102.0	0.3
CCOC(=O)CN1CCN(c2ccc(F)cc2)CC1	104.0	0.5
Cc1cccc(-n2c3nc(=O)n(C)c(=O)c-3cc3ccc(Cl)cc32)c1C	108.0	-0.2
Cc1cc(C)c2c(n1)nn1c(C)c(CCC(=O)NCc3ccccc3Cl)c(C)nc21	102.0	-0.8
O=C(COc1ccccc1F)Nc1ccccc1OCc1cc(=O)n2ccccc2n1	100.0	-1.4
COCCn1cnc2c1c(=O)n(Cc1ccc(C#N)cc1)c(=O)n2Cc1ccccc1	106.0	0.4
N#Cc1cc2c(N)c(C(=O)c3ccccc3)sc2nc1N	101.0	0.3
O=C(c1ccc(F)cc1)N1c2ccccc2C=Cc2ccccc21	103.0	0.4
O=C(O)c1cccc(CSc2ncn[nH]2)c1	100.0	-0.4
NC(=O)CN1/C(=C(/O)c2ccccc2)C(=O)c2ccccc2S1(=O)=O	105.0	0.8
NC(=O)Nc1nc2cc(Cl)cc(Cl)c2[nH]c1=O	99.0	-0.8
Cc1cc(C)c(C)c(S(=O)(=O)N2CC(O)CC2C(=O)O)c1C (stereo unspecified)	104.0	0.2
COc1ccc(CCNC(=O)c2cccc(-n3cnc4cccnc43)c2C)cc1OC	105.0	-0.4
CC(C)NC(=S)NCc1cccs1	100.0	-0.1
CN(C)S(=O)(=O)Nc1cccc(N)c1	106.0	0.3
C=CCn1nc2sc3ccccc3n2c(=O)c1=O	102.0	-0.3
COc1cccc(-c2nc3c(c(SCC(=O)N4CCOCC4)n2)Cc2c(CO)cnc(C)c2O3)c1	103.0	0.6
COc1ccc2c(c1)c1c(c(=O)n(-c3ccc(OC)c(OC)c3)c(=O)n1Cc1ccc(C)cc1)n2C	104.0	-0.9
COCc1cc(C)nc2sc3c(c12)NC(c1ccc(O)c(OC)c1)N(c1ccccc1)C3=O (stereo unspecified)	110.0	0.4
Cc1ccc(C)c(NC(=O)CSc2nc3c([nH]c4ccccc43)c(=O)n2-c2ccc(F)cc2)c1	111.0	1.1
Cc1ccc2nc(CNCc3ccc(S(N)(=O)=O)cc3)cc(=O)n2c1	100.0	-0.4
CCCCNC(=O)Sc1ccc2ccccc2c1	84.0*	-3.7*
Cc1ccc2nc(Cl)c3cc(C(=O)N(CCN(C)C)Cc4ccco4)sc3c2c1	102.0	0.3
COc1ccc(CCn2c3c(c(=S)[nH]c2=O)CCC3)cc1OC	101.0	-0.2
Cc1ccc(Nc2nc(Oc3ccc(OCCOc4ccccc4)nn3)nc(N(C)C)n2)cc1	102.0	0.2
O=C(CC(C(=O)O)N(Cc1ccccc1)Cc1ccccc1)c1ccc(Cl)cc1 (stereo unspecified)	96.0	-0.8
COc1ccc(C=NCC2(c3ccccc3)CCCC2)c(OC)c1	104.0	0.6
CSc1ccc(-c2nc(CSCC(=O)NC(C)C)c(C)o2)cc1	99.0	-0.7
O=C1N/C(=C/c2ccc(-c3ccccc3)o2)C(=O)N1Cc1ccc(Br)cc1	101.0	0
O=C1CC2(CCN(C(=O)Nc3ccccc3)CC2)Oc2ccccc21	103.0	0.3
CCN(CC)c1nc2ccccc2s1	103.0	-0.1
O=C(NCCCc1ccccc1)C1CCCN(S(=O)(=O)N2CCCCC2)C1 (stereo unspecified)	102.0	-0.1
Cc1nc2c(-c3ccc(F)cc3)c(C)nn2c(C)c1CCC(=O)NCc1ccc(F)cc1	106.0	0.1
O=C1CCCC2=C1C(c1ccc(OC(F)F)cc1)C1=C(CCCC1=O)N2	100.0	0
COC(=O)c1oc2ccccc2c1O	103.0	0.8
CCCCOC(=O)c1ccc(NC(=O)Cn2nnc3sc4c(c3c2=O)CCCC4)cc1	108.0	0.2
O=C(c1cccs1)N1CCN(C/C=C/c2ccccc2)CC1	101.0	-0.1
Cc1noc(C)c1CN1C(=O)NC2(CCCc3sccc32)C1=O (stereo unspecified)	99.0	-0.2
CC1=C(C(=O)C(F)(F)F)CCC(=O)N1CCCN1CCCC1=O	99.0	-0.3
CCCC(=O)N1CCN(c2ccc(NC(=O)c3cccc(C)c3OC)cc2Cl)CC1	99.0	-0.3
CC(C)N(C(=O)c1cccs1)C(C)C	100.0	-0.5
CCCN1C(=O)c2ccc(-c3nc4cc(Cl)ccc4c(=O)o3)cc2C1=O	102.0	0.5
CCS(=O)(=O)c1ncc(N(Cc2ccccc2)Cc2ccco2)c(C(=O)Nc2ccccc2C)n1	102.0	-1.1
CC(=O)Nc1ccc2nc(NC(=O)c3cc4ccccc4o3)sc2c1	104.0	0.5
CC(=O)Nc1c(C(=O)N2CCN(C)CC2)oc2ccccc12	101.0	0.2
O=C(c1ccc2c(c1)N(Cc1c(F)cccc1Cl)C(=O)c1ccccc1S2)N1CCOCC1	109.0	-0.1

More structures
SMILES	PV pol inh	PV pol inh FP z-score
O=C(/C=C/c1cccc(C(F)(F)F)c1)N1CCN(c2ccccc2F)CC1	103.0	0.3
COc1ccc(OC)c(C2C3=C(COC3=O)Nc3[nH]c(=O)[nH]c(=O)c32)c1 (stereo unspecified)	106.0	0.9
NC(=O)C1COc2ccccc2O1 (stereo unspecified)	105.0	0.4
CC(=O)OCC(=O)[C@@]1(O)[C@H](C)C[C@H]2[C@@H]3CCC4=CC(=O)C=C[C@]4(C)[C@@]3(F)[C@@H](O)C[C@@]21C	99.0	-0.2
Cc1nnc(N2CCCC(C(=O)NCc3ccco3)C2)c2nn(-c3ccccc3)c(C)c12 (stereo unspecified)	101.0	-0.1
Cn1cnnc1SCC(=O)N1c2ccccc2Sc2ccc(Cl)cc21	97.0	-0.5
CCN1CCN(C(=S)c2ccc(OCC(N)=O)c(OC)c2)CC1	101.0	-0.2
Cc1ccc(-c2nc3scc(CCNC(=O)Cc4ccc(Cl)cc4)n3n2)cc1	108.0	0.3
COc1ccc(COCC(O)CS(=O)(=O)c2ccc(OC)c(OC)c2)cc1 (stereo unspecified)	108.0	0.4
CCOc1ccc(C(C)NC(=O)c2c(C)noc2C)cc1OCC (stereo unspecified)	101.0	-0.1
CCCNC(=O)Nc1ccc2c(c1)N(C)C(=O)c1ccccc1S2	101.0	-1.2
CC(CC(=O)Nc1ccc(F)cc1)S(=O)(=O)c1cc2c3c(c1)CCN3C(=O)CC2 (stereo unspecified)	113.0	0.4
COC(=O)c1cccc(NC(=O)/C=C/c2ccc3c(c2)OCO3)c1	98.0	-0.4
CCOc1ccc(NC(=O)c2cnn(-c3ccccc3)c2-n2cccc2)cc1	103.0	-0.6
O=C1CCCC2=C1C(Cc1ccccc1)C1=C(CCCC1=O)O2	100.0	-0.5
CC(=O)N1c2ccc(S(=O)(=O)N3CCCCCC3)cc2CC1C(=O)NCc1ccccc1C (stereo unspecified)	99.0	-1.6
C=CCN(Cc1nc(-c2ccc(Cl)cc2)no1)C(=O)C(C)(C)C	101.0	-0.2
Fc1ccc(Cc2cn3cc(-c4ccc(F)cc4)nc3s2)cc1	106.0	0.2
CC(=O)N1CCc2cc(Br)cc(S(=O)(=O)NCCc3cccc(C)c3)c21	101.0	-0.4
O=C(Cc1cccc(C(F)(F)F)c1)OCC(=O)N1CCCCCC1	102.0	0.2
O=C(O)C1C2C=CC(C2)C1C(=O)NCCCN1CCOCC1 (stereo unspecified)	104.0	0.9
c1ccc(-c2cc3cnsc3o2)cc1	100.0	-0.3
O=C(Nc1nccs1)c1cccc(S(=O)(=O)N2CCCC2)c1	106.0	0.1
COc1cc(/C=C/C(=O)O)cc(S(=O)(=O)NCCO)c1OC	103.0	1.3
O=C(OCc1cc(=O)oc2cc(O)ccc12)c1cc(S(=O)(=O)N2CCOCC2)ccc1F	106.0	0.6
Cc1cc2cc(OCC(=O)O)ccc2n1C	103.0	0.5
CN(Cc1ccccc1)c1nnc(NC(=O)NCc2ccccc2)s1	102.0	-0.8
COc1ccc(NCC(=O)N2CCCC2)cc1Cl	108.0	0.5
CC1CN(CC(=O)NC(=O)NC(C)(C)C)CC(C)O1 (stereo unspecified)	99.0	-0.3
N#Cc1cc(Oc2ccccc2Cl)c(-n2nnc3ccccc32)cc1C#N	103.0	0.5

Record cards, from the list above. Order of screens: PV pol inh, PV pol inh FP z-score
COc1ccc(NCC(=O)N2CCCC2)cc1Cl is entered as 108.0, 0.5
c1ccc(-c2cc3cnsc3o2)cc1 is entered as 100.0, -0.3
O=C(OCc1cc(=O)oc2cc(O)ccc12)c1cc(S(=O)(=O)N2CCOCC2)ccc1F is entered as 106.0, 0.6

(more compounds)
SMILES	PV pol inh	PV pol inh FP z-score
Cc1ccc(Cl)cc1NC(=O)Cn1c(=O)n(Cc2ccc(C(=O)NCc3ccc4c(c3)OCO4)cc2)c(=O)c2ccccc21	108.0	0.7
Cc1ccc(S(=O)(=O)NCCC(=O)N2CCCCC2)cc1	104.0	0.2
COc1ccc(C2C(C(=O)N3CCN(c4ccccn4)CC3)CCC(=O)N2c2cc(OC)c(OC)c(OC)c2)cc1 (stereo unspecified)	101.0	0.3
O=C(/C=C/c1ccc(Br)s1)Nc1ccc(-n2cnnn2)cc1	103.0	0.2
CC1Cc2ccccc2N1C(=O)COc1ncnc2ccccc12 (stereo unspecified)	103.0	0.5
COc1ccc(Nc2ncc3c(n2)CCN(Cc2cccc(F)c2F)C3)c(OC)c1	106.0	0.1
CCOc1ccc(C(=O)CNC2=NCCC2)cc1	102.0	0.2
CC(C)(C)N/N=C/c1ccccc1I	101.0	0.1
CCN1CCN(CCC(=O)Nc2ccc(-c3ccccc3)cc2)CC1	100.0	-0.2
CCOC(=O)c1cc(C#N)c(=S)[nH]c1O	110.0	0.7
CCOc1ccc(CN2C(=O)c3ccccc3Sc3ccc(C(=O)NCCc4ccccc4)cc32)cc1	108.0	-0.2
Cc1ccc(-c2cc(C(=O)Oc3ccccc3Cl)no2)cc1C	105.0	-0.1
CCOc1ccc(CNC(=O)c2ccc(NC(=O)N3CCCCc4ccccc43)cc2)cc1OC	111.0	0.5
COC(=O)c1cc(S(N)(=O)=O)c(C)o1	101.0	-0.2
O=c1cc(CSc2ncccn2)c2cc3c(cc2o1)CCC3	100.0	-0.6
Cc1ccc(S(=O)(=O)N(C)CC(=O)NCc2nc(-c3cccc(C)c3)no2)cc1	105.0	0.8
N#Cc1ccccc1NC(=O)Nc1ccccc1	106.0	1.1
O=C(CN1CCCN(Cc2ccc(F)cc2Cl)C1=O)NC1CCCCCC1	102.0	0.4
Cc1c(C(=O)Nc2cccc(C(F)(F)F)c2)oc2ccc3c(c12)C(=O)CC(C)(C)O3	119.0	2.2
CCOC(=O)C1CCCN(C(=O)c2ccc(NC(=O)c3nsc4ccccc34)cc2)C1 (stereo unspecified)	108.0	0.2
O=c1c2cc3c(=O)n(-c4ccc(Cl)cc4)c(=O)c3cc2c(=O)n1-c1ccc(Cl)cc1	100.0	-0.3
Cc1nnc(NC(=O)c2cccn(Cc3cccc([N+](=O)[O-])c3)c2=O)s1	105.0	-0.1
COc1ccc2c3c1OC1C(O)C=CC(C=C2)C31CCN(C)C (stereo unspecified)	101.0	-0.3
COC(=O)C1=C(C)N(Cc2cccnc2)C(=O)C1	104.0	0.7
CCN1C(=O)/C(=C/c2ccc(Cl)cc2)NC1=S	102.0	0.2
O=C(NCc1ccc(Cl)cc1)c1ccc(CNS(=O)(=O)c2ccc(F)cc2)cc1	107.0	0.1
CCC(C(=O)N1CCCCC1)n1ncn2c(cc3occc32)c1=O (stereo unspecified)	103.0	-0.2
CC1=Nc2ccc(Cl)cc2C(c2ccccc2)N1CC(=O)NN (stereo unspecified)	101.0	-0.1
CN(C)CCNC(=O)C12CC3(C)CC(C)(CC(C)(C3)C1)C2	99.0	-0.4
Cc1c(C(=O)/C=C/N(C)C)nnn1-c1ccccc1	94.0	-1.5
CS(=O)(=O)CCC(C(=O)N1CCCC1)N1Cc2ccccc2C1=O (stereo unspecified)	100.0	-0.5

Only part of the results is shown (hit frequency here may not be typical).
